# Screens (PubChem BioAssay)
# GSTO1 inh = counter-screen for RBBP9 inhibitors: inhibitors of human GSTO1; inhibition, % at 5.96 µM; recombinant GSTO1, activity-based probe fluorescence polarization; P78417; actives 1.1% (n = 300,000);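 active = inhibition above the campaign mean inhibition plus 3 SD, cut at about 35% in these data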;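 also: 0% = GSTO1-1 with DMSO and 100% = wells lacking GSTO1-1 enzyme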
# Target sequence (P78417 whole entry, looked up): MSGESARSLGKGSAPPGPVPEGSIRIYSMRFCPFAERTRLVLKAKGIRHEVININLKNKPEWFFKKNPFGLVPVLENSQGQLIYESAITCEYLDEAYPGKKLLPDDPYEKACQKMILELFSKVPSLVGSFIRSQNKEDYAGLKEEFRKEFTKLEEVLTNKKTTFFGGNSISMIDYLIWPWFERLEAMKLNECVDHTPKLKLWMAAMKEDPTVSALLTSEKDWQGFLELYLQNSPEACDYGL
# pPAFAH FP inh = pPAFAH (human) enzyme inhibition; Q13093; actives 1.5% (n = 330,000); AID 463082; inhibition, % at 3.39 µM; recombinant pPAFAH, FP-rhodamine probe fluorescence polarization;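 active = inhibition above the mean inhibition across the screen plus 3 SD, cut at about 25% in these data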;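 also: inhibitors block binding of the rhodamine activity-based probe so polarization drops; 0% = enzyme with DMSO and 100% = wells lacking pPAFAH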
# PREPL inhibitor = inhibitors of human prolyl oligopeptidase-like enzyme PREPL; inhibition, % at 5.96 µM; actives 0.68% (n = 320,000); recombinant PREPL, fluorescence polarization activity-based probe; in the data active = inhibition above about 43%;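 also: 0% = enzyme with DMSO and 100% = wells lacking enzyme; many of its hits are not listed in these tables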
# PAFAH1B2 inh = inhibitors of human PAFAH1B2; P68402; recombinant PAFAH1B2, FP-rhodamine activity probe, fluorescence polarization; inhibition, % at 3.39 µM; actives 1.2% (n = 340,000);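 active = inhibition above the mean of all tested compounds plus 3 SD, cut at about 24% in these data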;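 also: 0% = enzyme with DMSO and 100% = wells lacking PAFAH1B2; many of its hits are not listed in these tables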
# PME-1 primary = blocks human protein phosphatase methylesterase 1. actives 0.53% (n = 320,000). Q9Y570. AID 2130. inhibition, % at 5.9 µM. recombinant PME-1, FP-Rh probe fluorescence polarization;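 active = inhibition above the campaign mean of all compounds plus 3 SD, cut at about 26% in these data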;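 also: competitive labeling of PME-1 active site by serine hydrolase directed probe; 0% = PME-1 with DMSO and 100% = wells lacking PME-1 enzyme; inhibitors block probe labeling so polarization falls and inhibition rises; many of its hits are not listed in these tables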
# Target sequence (Q9Y570 whole entry, looked up): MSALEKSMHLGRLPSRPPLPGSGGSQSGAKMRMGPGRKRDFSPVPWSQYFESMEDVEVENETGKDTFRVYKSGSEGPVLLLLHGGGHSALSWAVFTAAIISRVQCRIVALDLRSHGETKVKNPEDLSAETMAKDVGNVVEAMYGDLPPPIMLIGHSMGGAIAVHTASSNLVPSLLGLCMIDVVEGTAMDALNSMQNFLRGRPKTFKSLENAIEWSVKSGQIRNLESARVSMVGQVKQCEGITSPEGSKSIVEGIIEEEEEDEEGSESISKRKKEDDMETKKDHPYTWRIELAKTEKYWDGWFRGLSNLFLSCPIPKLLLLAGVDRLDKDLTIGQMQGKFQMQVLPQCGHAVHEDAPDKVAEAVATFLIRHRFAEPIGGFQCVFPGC
# PAD4 inh = PAD4 (human) enzyme inhibition | inhibition, % at 6.36 µM | actives 0.41% (n = 330,000) | recombinant PAD4, RCA probe fluorescence polarization | Q9UM07;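 active = percent inhibition above a cutoff equal to the mean of all tested compounds plus 3 SD, cut at about 15% in these data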;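 also: 0% = PAD4 with RCA probe and DMSO and 100% = probe without PAD4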
# PAFAH1B3 inh = inhibitors of human PAFAH1B3 | recombinant PAFAH1B3, FP-rhodamine probe, fluorescence polarization | inhibition, % at 3.39 µM | actives 0.28% (n = 340,000) | AID 492972;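 active = inhibition above the screen-wide average of all tested compounds plus 3 SD, cut at about 25% in these data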;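 also: 0% = enzyme with DMSO only and 100% = wells lacking PAFAH1B3 protein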
# Target sequence (Q15102 whole entry, looked up): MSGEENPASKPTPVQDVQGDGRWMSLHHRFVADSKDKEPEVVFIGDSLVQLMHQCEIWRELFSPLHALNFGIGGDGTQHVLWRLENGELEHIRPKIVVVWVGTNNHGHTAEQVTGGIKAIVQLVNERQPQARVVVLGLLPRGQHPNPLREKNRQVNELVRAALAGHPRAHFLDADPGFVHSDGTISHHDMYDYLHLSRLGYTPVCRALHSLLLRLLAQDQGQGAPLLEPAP
# LYPLA1 counter = blocks human lysophospholipase 1, a PME1 counter-screen | O75608 | recombinant LYPLA1, FP-Rh probe fluorescence polarization | inhibition, % at 5.9 µM | actives 0.16% (n = 320,000);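 active = inhibition above the mean of all tested compounds plus 3 SD, set per campaign, cut at about 14% in these data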;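 also: inhibitors block serine hydrolase probe labeling of LYPLA1 so polarization falls; 0% = enzyme with DMSO and 100% = wells lacking LYPLA1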
# LYPLA2 inh = blocks human lysophospholipase 2, a PME1 counter-screen | O95372 | recombinant LYPLA2, FP-Rh probe fluorescence polarization | inhibition, % at 5.9 µM | actives 0.38% (n = 320,000);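 active = inhibition above the screen-wide mean plus 3 SD, limit set per campaign, cut at about 26% in these data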;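 also: 0% = LYPLA2 with DMSO and 100% = wells lacking LYPLA2 enzyme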
# The depositor's hits bear a star; nt = not tested or not shown. A portion of the library; the hit share may differ from the screen's.
no.	structure	GSTO1 inh	pPAFAH FP inh	PREPL inhibitor	PAFAH1B2 inh	PME-1 primary	PAD4 inh	PAFAH1B3 inh	LYPLA1 counter	LYPLA2 inh
1	Cc1ccc2nc(NC(=O)C(NS(=O)(=O)c3cccc4nsnc34)C(C)C)sc2c1 (stereo unspecified)	6	-3	3	-3	1	3	6	0	3
2	NC(=O)c1cccn1Cc1cccc(Cl)c1	2	-5	-8	7	-1	-3	5	1	0
3	CC(C)(C)NC(=O)c1ccc(COc2ccc(Cl)cc2Cl)o1	0	9	36	5	-2	-2	5	0	-5
4	CCN(CCO)c1nc(N2CCCCC2)c2cnn(C)c2n1	2	12	3	3	2	-2	-1	-3	2
5	Cc1cccc(N(CC(=O)Nc2c(C)n(C)n(-c3ccccc3)c2=O)S(C)(=O)=O)c1	3	3	7	1	0	1	3	-5	11
6	CNc1nc(NCc2ccccc2)nc(N)c1[N+](=O)[O-]	4	2	6	-3	-1	0	4	2	1
7	Cc1cccc(NS(=O)(=O)Cc2ccccc2)c1C	1	19	1	1	-2	-4	8	1	1
8	O=C(Cn1cnc2ccccc21)N/N=C/c1cccs1	6	12	11	-4	1	-3	7	-1	4
9	N#CCCN(C(=O)COC(=O)CCc1nc2ccccc2c(=O)[nH]1)c1ccc(F)cc1	nt	1	-2	0	-1	-2	3	1	4
10	Cc1csc(NC(=O)CSc2nncs2)n1	3	5	-5	0	-4	-2	1	-2	3
11	OC(COc1ccc(CN2CCCCO2)cc1)CN1CCCCC1 (stereo unspecified)	-4	4	7	0	1	-2	6	4	1
12	O=C1c2ccccc2NC(c2ccc(O)cc2)N1/N=C/c1ccc(O)cc1 (stereo unspecified)	0	-1	12	1	0	-5	-5	1	4
13	COc1ccc(-c2noc3c2-c2nc(-c4ccccc4Cl)sc2CC3)cc1	11	5	8	5	2	-3	0	-4	0
14	C#CCOCCOCCOCCNc1nc(N2CCN(C(=O)[C@H](CCCCN)n3cc([C@@H](N)CO)nn3)CC2)nc(N2CCN(C(=O)[C@H](Cc3cc4ccccc4[nH]3)n3cc([C@@H](N)Cc4ccc(O)cc4)nn3)CC2)n1	15	2	55*	nt	-3	1	nt	-4	2
15	COc1cccc2cc3c(=O)oc4ccccc4c3nc12	-4	-5	1	3	0	-3	8	0	-4
16	COc1ccc(N(C(=O)c2ccco2)C(C(=O)NC2CCCC2)c2ccccc2)cc1 (stereo unspecified)	8	34*	0	4	4	0	4	-1	3
17	CN(CC(=O)O)S(=O)(=O)c1cc(Cl)ccc1Cl	-4	5	-4	-3	-3	-8	-3	4	1
18	O=C(NCCO)C(=O)NCC1OCCCN1S(=O)(=O)c1cccs1 (stereo unspecified)	-6	5	-3	-2	-5	3	11	2	-9
19	COc1ccc(/C=C/C(=O)Nc2ccc(-n3nncc3-c3ccc(OC)c(OC)c3)cc2)cc1OC	-8	-47	-1	-19	-59	-1	-50	-46	-94
20	CCOc1c([N+](=O)[O-])cc2c(C)c(C(=O)N3CCN(C)CC3)oc2c1OCC	4	3	2	5	-3	4	1	0	-4
21	C[C@@H]1NC(=O)[C@H](CCC(=O)O)NC(=O)c2cc([N+](=O)[O-])cc(F)c2NCCC[C@@H](C(N)=O)NC1=O	3	0	1	2	2	4	1	-5	-4
22	CCN(CCCNC(=O)CCn1c(=O)[nH]c2ccccc2c1=O)c1cccc(C)c1	3	-1	13	1	0	0	0	0	-1
23	CCOC(=O)c1c(C)oc2ccc(OC(=O)N3CCOCC3)cc12	7	19	15	0	-4	-1	7	-1	0
24	CCOC(=O)CC1C(C(=O)OCC)ON2OC(C(=O)OC)C(C(=O)OCC)C12 (stereo unspecified)	7	3	4	1	-7	3	11	0	-6
25	CCOC(=O)C(=O)N/N=C/c1ccco1	3	2	-4	10	2	1	-4	0	-4
26	CC(=O)c1cccc(NC(=O)c2ccc(C)o2)c1	-4	3	2	5	-6	-3	3	-4	-2
27	Cc1ccc(NC(=O)NNC(=O)C2CC(c3cccs3)=NO2)cc1 (stereo unspecified)	6	4	-3	0	2	-5	-2	1	5
28	CS(=O)(=O)N1CCN(C(=O)Cc2ccc([N+](=O)[O-])cc2)CC1	0	-1	18	-3	-1	-2	12	0	0
29	COc1ccccc1-c1noc(-c2cccnc2)n1	-4	4	1	-1	-1	-4	2	-3	-1
30	Cc1ccccc1NC(=O)N1CCCC(c2nc(-c3ccc(C(C)C)cc3)no2)C1 (stereo unspecified)	7	22	18	2	-8	-2	2	-1	0
31	CCCC(=O)N(c1ccc2oc(C)c(C(C)=O)c2c1)S(=O)(=O)c1ccc(C(=O)O)cc1	4	8	-3	-2	5	3	1	0	-3
32	CCc1ccc(C2CC(c3ccc(C)cc3)Nc3nc(N)nn32)cc1 (stereo unspecified)	-9	-7	31	25*	0	0	1	-6	-9
33	CCc1ccc(NC(=O)N2CCN(c3ccccc3)CC2)cc1	3	0	7	-2	2	-5	4	-3	-1
34	Cc1cc(NC(=O)CSc2nc3c(c(=O)n2Cc2ccccc2)SC(C)C3)no1 (stereo unspecified)	3	0	11	0	5	1	8	-3	4
35	S=C(NCc1ccco1)Nc1cccc(Cl)c1	4	2	13	-1	-6	163*	8	-6	5
36	Cn1c(=O)cc(SCC(=O)NCCN2CCN(c3ccccc3F)CC2)c2cc(Cl)ccc21	-3	3	-33	3	3	-4	9	4	7
37	CS(=O)(=O)N(CC(=O)NCCSc1ccccn1)c1cccc2ccccc12	-1	-2	7	0	3	-4	6	3	-1
38	Cc1cc(C)c2nc(-c3ccccn3)cc(C(=O)NCCc3ccc(S(N)(=O)=O)cc3)c2c1	-31	-4	9	-4	-11	-9	-8	-7	-20
39	Cc1ccc(Cl)cc1C1=CC(=O)C[C@H](c2ccc(F)cc2)C1	nt	5	-8	-1	2	-1	2	-1	-1
40	O=c1c2ccccc2nnn1CSc1nc2cc(Cl)ccc2c(=O)n1Cc1ccco1	-5	-6	6	nt	5	1	nt	-17	4
41	Cc1ccc(S(=O)(=O)NN2C(=O)c3ccccc3NC2c2ccco2)cc1 (stereo unspecified)	12	2	6	nt	-3	-5	nt	1	3
42	COc1ccc(CCNC(=O)CC2Nc3ccccc3NC2=O)cc1 (stereo unspecified)	7	11	-13	5	-6	-5	-5	-4	6
43	O=C(NNc1ccc([N+](=O)[O-])cc1)c1ccccc1Cl	5	0	10	5	2	6	0	2	4
44	CCOc1ccccc1NC(=O)CN1C(=O)C(=O)N(Cc2ccco2)C1=O	8	6	-2	-2	-3	-2	4	3	-1
45	Cc1ccccc1C(=O)NCC(=O)NNC(=O)c1cccc(Cl)c1	nt	1	4	5	-3	-3	5	-1	-2
46	CCSc1nnnn1-c1ccccc1	10	3	-4	0	-3	-5	3	0	1
47	CSc1nc2sccc2c(=O)[nH]1	-1	1	-1	6	-6	-3	3	-1	2
48	CCCN(CCC)CCCNC(=O)Cn1cnc2sc(C)c(S(=O)(=O)N3CCCCC3)c2c1=O	0	3	5	5	-2	3	8	3	0
49	CCOC(=O)c1c(C)n(OCc2ccccc2)c2ccc3c(no[n+]3[O-])c12	1	-7	2	-1	-4	0	-2	1	2
50	CCN1C(=O)[C@@H]2C(C(=O)c3cnccn3)=NN[C@@H]2C1=O	5	-6	8	3	-3	20*	9	0	-5
51	O=C(COC(=O)c1ccc2ncsc2c1)Nc1ccc(Cl)cc1	nt	-2	-9	0	-18	2	5	-8	1
52	C=CCNC(=O)/C(C#N)=C/c1cc(Br)ccc1OC	2	1	-4	-5	-3	0	-2	-1	1
53	O=C(Nc1ccc2c(c1)OCO2)C1CC(=O)N(c2ccccc2)C1 (stereo unspecified)	9	-1	7	4	6	-6	6	1	-7
54	CN(C)S(=O)(=O)c1ccc(C(=O)Nc2cc(=O)n(C)c(=O)n2C)cc1	3	-7	10	3	9	-1	5	4	-2
55	Cc1cc(C)c2c(n1)nn1c(NCCCN(C)C)cc(C)nc21	6	0	-1	7	-7	-8	9	-4	-3
56	CCOC(=O)c1sc(N(Cc2ccccc2)C(=O)COC(=O)c2ccccc2O)nc1C	11	9	-14	42*	-1	-2	2	-2	0
57	COc1ccc(N(CC(=O)N2CCCCC2)S(=O)(=O)c2c(C)nn(C)c2C)cc1	-1	3	33	-6	-4	5	2	1	5
58	COc1ccc([C@@H]2CC=C(C(=O)O)[C@H](c3ccc(F)cc3)N2S(=O)(=O)c2ccc(C)cc2)cc1OC	-5	0	2	3	4	1	2	1	-1
59	COc1ccc2c(C)c(CC(=O)N3CCN(C(=O)C4COc5ccccc5O4)CC3)c(=O)oc2c1C (stereo unspecified)	1	6	0	-5	-2	0	8	4	11
60	COc1ccc(Br)cc1CNc1ccc(N2CCOCC2)cc1	23	15	33	5	3	4	5	5	6

# Remaining list, next part.
no.	structure	GSTO1 inh	pPAFAH FP inh	PREPL inhibitor	PAFAH1B2 inh	PME-1 primary	PAD4 inh	PAFAH1B3 inh	LYPLA1 counter	LYPLA2 inh
61	O=C(CCc1nnc2ccc(NCc3ccccc3)nn12)NC1CCCC1	2	6	10	4	0	-4	2	-1	8
62	Cc1ccc(-c2cc(NC(=O)CCl)n(-c3ccccc3)n2)cc1	73*	1	-4	2	-5	1	6	0	7
63	Cc1nc2ccc(NC(=O)N3CCSCC3)cc2nc1C	7	5	10	4	2	0	-3	1	11
64	CCOC(=O)[C@H]1[C@H]2COc3ccc(Cl)cc3[C@H]2N2C(=O)CNC(=O)[C@@]12C	nt	-1	4	5	nt	3	0	nt	nt
65	Clc1cccc(NCc2nnc(SCc3ccc(Cl)cc3Cl)o2)c1	2	1	-11	-3	-9	1	1	-5	-6
66	O=C(NCc1ccccc1)c1cc(-c2cccc(O)c2)on1	-1	-4	4	-1	-4	1	0	-4	-3
67	COc1ccccc1NC(=O)CSc1ccc2nnc(-c3ccc(C)cc3)n2n1	4	-9	-50	3	-1	-3	-8	-4	3
68	COc1ccc(C(=O)N/C(=C/c2cccnc2)C(=O)Nc2cccc(C(C)=O)c2)cc1OC	0	-5	5	2	1	2	7	2	5
69	CSc1cccc(NS(=O)(=O)c2ccc3c(c2)NC(=O)C(C)C(=O)N3)c1 (stereo unspecified)	24	2	1	9	10	2	-12	3	-8
70	CCCCc1nc(NCCNC(=O)c2ccccc2)c(C#N)c2c1CSC(C)(C)C2	-30	13	-1	-2	-6	-4	0	-8	-12
71	CC[C@@]12C(=O)N(c3cccc(F)c3)C(=O)N1[C@H](c1ccc(F)cc1)[C@@H]1C(=O)N(C3CCCCC3)C(=O)[C@@H]12	-1	4	5	-2	2	-3	1	4	2
72	COc1ccc(/C=C(\NC(=O)c2ccc([N+](=O)[O-])cc2)C(=O)NCCCN2CCOCC2)cc1	5	5	-3	8	0	-1	5	-2	0
73	O=C(N/N=C\c1ccco1)c1cncc(Br)c1	6	-1	-9	nt	-2	7	nt	-1	-1
74	N#CC(C(=O)NC1CCCCC1)=C1CCCCCC1	-3	3	23	3	0	2	4	2	4
75	O=c1cc(O)nc(-c2ccc(Cl)cc2)s1	2	6	-2	3	-3	-3	8	0	1
76	Nc1nc(Cl)cc(Sc2ccc(F)cc2)n1	-4	2	-6	6	-1	-3	0	-2	3
77	Cc1c(Cl)ccc(S(=O)(=O)NCCN2CCOCC2)c1Cl	1	3	-8	0	-1	-1	4	1	3
78	COc1cccc(C(C(=O)Nc2ccc(F)cc2)N(C(=O)Cn2nnc3ccccc32)C2CC2)c1 (stereo unspecified)	5	0	-38	0	1	-4	-4	-1	3
